Screens: PubChem, Southern Research Specialized Biocontainment Screening Center
M. tuberculosis HTS: M. tuberculosis growth inhibition, HTS (AID 449762); 330,000 tested, 0.59% active; one-dose inhibition, % at 25 µM; IC50 in µM for titrated hits; M. tuberculosis H37Rv growth inhibition, 7H9 media; higher % means a stronger effect; in the data active = a potency from the dose series; inconclusive = inhibition above about 70% without an active follow-up result;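 note: bacterial growth assessed after seven days of incubation; strong numbers were not always called active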
PhoP GFP inhibition: PhoP regulon inhibitors, Salmonella typhi PhoP promoter GFP reporter, confirmatory (AID 1850); Salmonella Typhi PhoP-promoter GFP reporter, fluorescence, 4 h; higher % means a stronger effect; inhibition, % at 50 µM, or IC50 in µM where a hit was titrated; 310,000 tested, 0.33% active; in the data active = a potency from the dose series; inconclusive = inhibition mostly from about 25% at the one dose, without a potency; inactive = the rest, 99 in 100 with inhibition below about 19%;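 note: 0% = induced wells with vehicle and 100% = uninduced wells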
H1N1 NS1A inhibition: NS1A inhibition, H1N1 influenza, cell based functional assay (AID 504329) | NS1A functional cell-based assay, percent inhibition; higher % means a stronger effect | inhibition, % at 12.5 µM, or IC50 in µM where a hit was titrated | 340,000 tested, 0.3% active; in the data active = a potency from the dose series; inconclusive = inhibition above about 27% without an active follow-up result; note: strong numbers were not always called active
tuberculosis growth: growth inhibition of non-replicating M. tuberculosis (AID 488890); Mycobacterium tuberculosis non-replicating, growth inhibition; higher % means a stronger effect; 320,000 tested, 0.39% active; inhibition, % at 25 µM; hits with a dose series show IC50 in µM; in the data active = a potency from the dose series; inconclusive = inhibition mostly from about 82% at the one dose, without a potency; inactive = the rest, 99 in 100 with inhibition below about 76%;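 note: plate controls were DMSO cells for no effect and high antibiotic wells for full effect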
inhibitors of VEEV: inhibitors of VEEV TC-83 cytopathic effect, confirmation, Vero cells (AID 588727). Vero cells, VEEV TC-83 cytopathic effect inhibition; higher % means a stronger effect. inhibition, % at 20 µM, or IC50 in µM where a hit was titrated. 350,000 tested, 0.13% active; in the data active = a potency from the dose series; inconclusive = inhibition mostly from about 14% at the one dose, without a potency; inactive = the rest, 99 in 100 with inhibition below about 12%; note: strong numbers were not always called active
inhibitors of VEEV 10K pilot screen: second read-out of inhibitors of VEEV, no call of its own (marks repeat the call); inhibition, %; measured here: 10K pilot screen inhibition
* hit, by the source's call; i = inactive; u = inconclusive; x = not tested or not shown.

SMILES	M. tuberculosis HTS	PhoP GFP inhibition	H1N1 NS1A inhibition	tuberculosis growth	inhibitors of VEEV	others
CCCCn1cc(SCC(=O)O)c2ccccc21	-12%	8%	0%	8%	1.2%
O=C(COC(=O)c1cccs1)NC1CCCC1	-16%	-12%	-3%	33%	1.1%
Cc1ccc2nc(SCC(=O)c3cc(C)n(C)c3C)[nH]c2c1	5%	-9%	11%	-1%	7.9%
COc1nc(Nc2ccc([N+](=O)[O-])cc2)nc(NC(C)C)n1	4%	-4%	-8%	10%	2.5%
CCCN(C(=O)COC(=O)CCOc1ccc(C)cc1)c1c(N)n(Cc2ccccc2)c(=O)[nH]c1=O	u	7%	-16%	-11%	4.3%
CC(c1ccccc1)n1c(CCCO)nc2ccccc21 (centres undefined)	-2%	5%	-12%	-5%	0.1%
O=C(c1ccc(S(=O)(=O)N2CCOCC2)cc1)N(c1cccc(Cl)c1)C1C=CS(=O)(=O)C1 (centres undefined)	0%	-17%	-11%	-1%	1.7%
CCOC(=O)C1=C(C)Nc2nc(=S)[nH]n2C1c1ccc(Cl)cc1 (centres undefined)	x	x	7%	x	2.5%
Cc1ccc(C)c(NC(=O)Cc2nc(CCl)cs2)c1	-3%	-11%	-2%	-1%	i
CCOc1ccc(Cc2nc(C)c(CC(=O)N3CCCCC3)c(=O)[nH]2)cc1	5%	2%	-23%	4%	i

Looked up one by one from the list above (3):
SMILES	M. tuberculosis HTS	PhoP GFP inhibition	H1N1 NS1A inhibition	tuberculosis growth	inhibitors of VEEV	others
O=C(c1ccc(S(=O)(=O)N2CCOCC2)cc1)N(c1cccc(Cl)c1)C1C=CS(=O)(=O)C1 (centres undefined)	0%	-17%	-11%	-1%	1.7%
O=C(COC(=O)c1cccs1)NC1CCCC1	-16%	-12%	-3%	33%	1.1%
Cc1ccc(C)c(NC(=O)Cc2nc(CCl)cs2)c1	-3%	-11%	-2%	-1%	i

Remaining list, next part:
SMILES	M. tuberculosis HTS	PhoP GFP inhibition	H1N1 NS1A inhibition	tuberculosis growth	inhibitors of VEEV	others
Cc1ccc(S(=O)(=O)NNc2nnc(C)c(=O)[nH]2)cc1	0%	4%	-3%	10%	0.6%
O=C(/C=C\Nc1ccc(S(=O)(=O)Nc2ncccn2)cc1)c1ccccc1	x	x	8%	x	0.6%
NC(=O)COc1ccc2cc(-c3ccccc3)c(=O)oc2c1	u	4%	-1%	u	1.9%
COc1ccc(CC(=O)N(C)Cc2ccc(OC(F)F)cc2)cc1S(=O)(=O)N1CCOCC1	x	x	2%	x	2.3%
CCC1CCCCN1C(=O)COc1c(Br)cc(Br)c2cccnc12 (centres undefined)	9%	2%	0%	u	5.7%
Cc1ccc(-n2c(C)cc(C(=O)CN3CCOCC3)c2C)cc1C	5%	-5%	-18%	26%	1.1%
COc1ccc(N2C(=O)C(CC(=O)Nc3ccccc3)N(Cc3ccc(OC)c(OC)c3)C2=O)cc1 (centres undefined)	4%	2%	-2%	-3%	1.2%
COC(=O)C1CCN(Cc2cc(=O)oc3cc(OC)ccc23)CC1	3%	-7%	7%	11%	2.0%
C=CCNC(=S)NCc1ccccc1	0%	1%	0%	4%	i
Cc1noc(C)c1NC(=O)NC(c1ccccc1)c1ccccc1	1%	5%	-13%	-3%	i

Of the compounds above, these contain an aryl methoxy group.
SMILES	M. tuberculosis HTS	PhoP GFP inhibition	H1N1 NS1A inhibition	tuberculosis growth	inhibitors of VEEV	others
COc1nc(Nc2ccc([N+](=O)[O-])cc2)nc(NC(C)C)n1	4%	-4%	-8%	10%	2.5%
COc1ccc(CC(=O)N(C)Cc2ccc(OC(F)F)cc2)cc1S(=O)(=O)N1CCOCC1	x	x	2%	x	2.3%
COc1ccc(N2C(=O)C(CC(=O)Nc3ccccc3)N(Cc3ccc(OC)c(OC)c3)C2=O)cc1 (centres undefined)	4%	2%	-2%	-3%	1.2%
COC(=O)C1CCN(Cc2cc(=O)oc3cc(OC)ccc23)CC1	3%	-7%	7%	11%	2.0%

Going on with the list:
SMILES	M. tuberculosis HTS	PhoP GFP inhibition	H1N1 NS1A inhibition	tuberculosis growth	inhibitors of VEEV	others
COc1ccc(CC(=O)OCC(=O)Nc2ccc(C(=O)Nc3ccc(OC)cc3)cc2)cc1	5%	18%	-15%	5%	1.6%
COc1ccccc1CC1CC(=O)N(c2cccc(Cl)c2C)C1=O (centres undefined)	-2%	0%	-16%	5%	i
Cc1cccc(NC(=O)C2COc3ccccc3O2)c1 (centres undefined)	7%	-8%	-21%	u	0.7%
CC(=O)N1CCN(c2ccc(NC(=O)c3ccco3)cc2Cl)CC1	-24%	-6%	11%	-9%	1.4%
C#Cc1ccc([C@H]2C=C(C(=O)N3CCN(Cc4ccccc4)CC3)O[C@@H](OCC)[C@@H]2CCCO)cc1	-6%	11%	-1%	18%	1.5%
O=C(CCC(=O)Nc1cccnc1)Nc1cccnc1	-4%	-5%	-4%	-9%	1.9%
COc1cccc(N2CCN(CC(=O)Nc3nc(C)c(C(=O)N(C)C)s3)CC2)c1	1%	-8%	-1%	11%	0.4%
CCc1cccc(NC(=O)CN(c2ccc(OC)cc2)S(=O)(=O)c2c(C)n[nH]c2C)c1	-14%	-1%	-4%	20%	i
COc1ccc(OC)c2c1cc(C(=O)N[C@@H](Cc1ccccc1)C(=O)O)n2C	7%	3%	-6%	-6%	i
CC1CC2(NC(=O)NC2=O)C(C)CN1C (centres undefined)	7%	-24%	7%	-3%	0.1%
Cc1nn(-c2ccccc2)c2c1CC1(C(=O)N(C)C(=O)N(C)C1=O)C1CCCCN21 (centres undefined)	-8%	-12%	2%	10%	0.9%
O=[N+]([O-])c1ccc(N=Cc2c(O)ccc3ccccc23)cc1	3%	20%	4%	54%	0.1%
Nc1sc(-c2ccccc2)c(Cc2ccccc2)c1C(=O)O	0%	-6%	2%	56%	0.2%
N#CCCN(C(=O)COc1ccc(Cl)cc1Cl)c1ccccc1	-2%	-7%	-3%	2%	0.5%
Clc1ccc(CCNc2ncnc3nc[nH]c23)cc1	-3%	x	0%	x	2.9%
CCn1nc(C(=O)NNC(=O)c2ccccc2)c2ccccc2c1=O	6%	x	-10%	-1%	11%
C/C(=N\NC(=O)c1ccncc1)C12CC3CC(CC(C3)C1)C2	u	-1%	-5%	72%	i
Cc1c(NC(=O)CSc2nc3ccccc3n2C)c(=O)n(-c2ccccc2)n1C	2%	4%	2%	u	2.9%
CN1CCN(c2ccccc2NC(=O)COc2ccc(Cl)cc2)CC1	5%	-12%	-6%	7%	7.4%
CCN1CCN(Cc2c(O)c(Cl)cc3c(C)cc(=O)oc23)CC1	-12%	-6%	0%	-3%	i
O=C(CSc1ccccc1)N/N=C/c1ccccc1O	7%	22%	-16%	u	13%
COc1ccc(CNS(=O)(=O)c2ccc3c(c2)NC(=O)CS3)cc1	14%	3%	-2%	16%	4.9%
COc1ccc(Nc2ncnc3c2cnn3-c2ccccc2)cc1OC	-6%	-25%	10%	x	1.5%
COc1ccc2[nH]c3c(c2c1)CCN1C(=O)N([C@@H](C)C(=O)NCc2ccc(C)cc2)C(=O)[C@]31C	-7%	0%	2%	3%	2.3%
CC(=O)c1sc(NC(=O)CCOc2ccccc2)nc1C	-4%	-3%	-13%	63%	0.4%
CC(=O)Cc1nsc(NC(=O)c2ccc(Br)o2)n1	-8%	20%	2%	7%	0.4%
CN(C(=O)COc1nnc(-c2cccs2)c(-c2cccs2)n1)c1ccccc1	3%	-10%	4%	25%	6.5%
CC(=O)C1=C(O)C(=O)N(c2cccnc2)C1c1cccc([N+](=O)[O-])c1 (centres undefined)	-10%	6%	-1%	-38%	i
CN(C(=O)CSc1nc2cc(C(=O)O)ccc2c(=O)n1Cc1ccccc1)C1CCS(=O)(=O)C1 (centres undefined)	-3%	-2%	-1%	-4%	1.2%
COc1ccccc1NC(=O)N1CCCC(CNC(=O)c2ccccc2Cl)C1 (centres undefined)	0%	-1%	-5%	7%	11%
OCCNC(=S)NC1CCCCC1	-12%	-7%	2%	14%	0.5%
CCOC(=O)c1ccc2[nH]c(C)cc(=O)c2c1	2%	-1%	3%	3%	1.8%
COc1ccc(CCNC(=O)CSc2nnc(CNC(=O)c3cccs3)o2)cc1OC	-4%	2%	7%	-9%	0.6%
COCCN(C(=O)c1cc(-c2ccco2)nc2ccccc12)c1c(N)n(Cc2ccccc2)c(=O)[nH]c1=O	-3%	x	-13%	32%	2.4%
S=C(Nc1ccc(Nc2ccccc2)cc1)NC1CCCCCC1	21%	-10%	8%	u	i
O=C(CN1CCN(c2ccc(O)cc2)CC1)N(C1CC1)C1CCS(=O)(=O)C1 (centres undefined)	-20%	x	-5%	49%	2.3%
Cc1cccc(NC(=O)C2CCCN(c3cnccn3)C2)c1 (centres undefined)	3%	-8%	-6%	6%	2.0%
O=C(Nc1ccccc1N1CCCC1)C1CCN(S(=O)(=O)c2ccccc2)CC1	11%	-2%	-4%	28%	8.8%
CC1=CC(C)C(COC(N)=O)(COC(N)=O)C(C)C1 (centres undefined)	8%	-6%	-5%	5%	0.2%
c1ccc2c3c(ccc2c1)OCC1CONC31 (centres undefined)	15%	-4%	x	0%	x
CCC(C)NCCCOc1cc(Cl)ccc1Cl (centres undefined)	-2%	-2%	8%	17%	i
O=C(c1ccccc1)N1CCN(C(=O)c2nn3c(C(F)(F)F)cc(-c4ccco4)nc3c2Br)CC1	12%	-6%	-4%	8%	10%
Cc1cc(C(=O)N/N=C/c2cccnc2)n[nH]1	-6%	17%	-15%	-5%	2.9%
Cc1cc(C)cc(N2CC(O)Cn3c2nc2c3c(=O)[nH]c(=O)n2C)c1 (centres undefined)	-7%	-16%	-7%	6%	2.6%
COCCN(C(=O)CSc1nnc(-c2ccccc2C)n1C)c1c(N)n(Cc2ccccc2)c(=O)[nH]c1=O	-4%	1%	11%	9%	1.3%
CCc1nnc(NS(=O)(=O)c2ccc(N/C=C\C(=O)c3ccc4ccccc4c3)cc2)s1	-7%	1%	-2%	51%	0.2%
CC(=O)N1c2ccc(S(=O)(=O)N3CCC(C(=O)NCCc4ccc(Cl)cc4)CC3)cc2CC1C (centres undefined)	3%	8%	3%	36%	i
C=CCn1c(C)cc(C(=O)COC(=O)COc2ccccc2C#N)c1C	1%	0%	12%	79%	2.4%
N#Cc1nc(-c2ccc(OCc3ccccc3Cl)cc2)oc1NCCCn1ccnc1	1%	8%	x	10%	x
Cc1ccc(S(=O)(=O)CCSC(=N)N)cc1	13%	-5%	5%	u	5.9%
Going on with the list:
SMILES	M. tuberculosis HTS	PhoP GFP inhibition	H1N1 NS1A inhibition	tuberculosis growth	inhibitors of VEEV	others
CCN(CC(=O)Nc1ccc(NC(C)=O)cc1)C(=O)c1cccc(-n2cccc2)c1	-14%	5%	-1%	-9%	3.5%
COc1cc(C(=O)OCC(=O)c2ccccc2)cc2c1OCCO2	-4%	x	0%	11%	i
CCOc1ccc(N=Cc2c(C)[nH]n(-c3nc4ccccc4[nH]3)c2=O)cc1	u	2%	-3%	48%	i
COc1ccc(N2CCN(C(=O)COc3cccc4ccccc34)CC2)cc1	-2%	-3%	24%	38%	1.8%
CC(=O)Nc1ccc(Nc2ccc(N3C(=O)CCCC3=O)cc2[N+](=O)[O-])cc1	-5%	2%	-2%	-8%	i
CC(=O)c1ccc(OCc2ccccc2)c(C)c1O	2%	0%	-11%	21%	i	inhibitors of VEEV 10K pilot screen=0.6
COc1ccc(-c2csc(NC(=O)C(CC(=O)O)N3CCOCC3)n2)cc1 (centres undefined)	11%	2%	0%	14%	0.5%
COc1ccc(/C=N/NC(=O)c2ccco2)cc1Cn1nc(C)c([N+](=O)[O-])c1C	0%	-3%	2%	57%	9.5%
Oc1ccc(C[C@H]2CNC(=S)N2CC2CCCN2C[C@H](Cc2ccc(O)cc2)N2C[C@H](Cc3ccccc3)N(CCc3ccccc3)C2=S)cc1 (some centres undefined)	x	x	-3%	x	i
COC(=O)CNC(=O)CSc1nc2sc(-c3ccccc3)cc2c(=O)n1-c1ccccc1	99%	2%	-6%	71%	u
C[C@H](CO)N1C[C@H](C)[C@@H](CN(C)S(=O)(=O)c2cn(C)cn2)Oc2c(NC(=O)Nc3ccc(C(F)(F)F)cc3)cccc2C1=O	-5%	x	11%	10%	5.6%
CCN(Cc1cccc(F)c1)C(=O)c1ccc2ccccc2n1	7%	5%	-3%	40%	0.4%
COc1ccc(N2CCN(C(=O)COc3ccccc3)CC2)cc1	4%	3%	x	52%	x

Hits appear at their usual frequency; overall some 1.5% were active at least once.
